Bioassay records from PubChem BioAssay.
Mito fusion act: inhibitors of mitochondrial division or activators of mitochondrial fusion; S. cerevisiae fusion-defective mutant growth rescue, CellTiterGlo 48 h; Potency, µM (highest dose often 46.1 µM), without a hit: at the top dose growth rescue (activation), hits mostly activators; 0.23% of 320,000 active; AID 485298;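 note: potency is the fitted concentration of half-maximal effect; % of control where 0% means no effect; nearly all actives have a fitted effect of over 45% in size; temperature-sensitive fusion mutants such as fzo1-1 at 37 °C on non-fermentable ethanol glycerol medium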
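Read-out: ATP-based luminescence (CellTiterGlo, 10 min ambient) reporting growth of fusion-defective ts yeast after 48 hours at 37C on glycerol/ethanol YPEG medium in the presence of compound.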
KCNH2 3.1 block: blocks the human KCNH2 3.1 channel isoform; U2OS KCNH2 3.1, thallium flux FluxOr; stronger effect = lower value; activity change, % (tested at about 1.8 µM); 0.95% of 340,000 active;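 active = maximum activity change below -70%; inconclusive = maximum activity change from -70% to -50%; inactive = maximum activity change above -50%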;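 note: thallium influx rate constant from kinetic fluorescence after stimulation buffer; % is set by controls: 0 for no effect and ±100 for the full control effect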
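Channel expression came from 3.1 mutant virus (1.77 x 10^8 /mL) applied to suspended U2OS cells for 4 h. Flux was tracked with FluxOr dye plus Red40 quencher, and kinetic rate constants normalized to controls.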
Rab9 promoter act: activates the Rab9 promoter. Huh7 Rab9 promoter-luciferase reporter, luminescence, 24 h. Potency, µM (top dose mostly 9.22 µM), for inactives: top-dose activation, negative = inhibition, most hits filed as activators. 2.8% of 320,000 active; note: potency is the fitted concentration of half-maximal effect; % of control where 0% means no effect; nearly all actives have a fitted effect of over 60% in size
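Using Huh7 cells stably transfected with Rab9 promoter–luciferase, compounds were incubated 24 h at 37 °C, 5% CO2; luciferase luminescence was read 10 min after reagent addition.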
MBNL1 CUG block: blocks human MBNL1 binding to CUG repeat RNA; Q9NR56; TR-FRET MBNL1-His/biotin-(CUG)12 binding, 665/545 ratio; Potency, µM (titrated, usually from 57.5 µM), without a hit: top-dose activity change, negative = inhibition, actives largely listed as inhibitors; 0.036% of 280,000 active; AID 2675; active = well fitted inhibition curve with a large enough effect in the signal ratio, with a control signal flat, not every such curve was filed as active; inconclusive = small, poorly fitted or top-dose-only effect, or effect the other way, or a change in a side signal; inactive = no such curve, though single readings can be large or run the other way; the % refers to the signal ratio; note: potency is the fitted concentration of half-maximal effect; % is set by controls: 0 for no effect and ±100 for the full control effect
Target sequence (Q9NR56 whole entry, looked up): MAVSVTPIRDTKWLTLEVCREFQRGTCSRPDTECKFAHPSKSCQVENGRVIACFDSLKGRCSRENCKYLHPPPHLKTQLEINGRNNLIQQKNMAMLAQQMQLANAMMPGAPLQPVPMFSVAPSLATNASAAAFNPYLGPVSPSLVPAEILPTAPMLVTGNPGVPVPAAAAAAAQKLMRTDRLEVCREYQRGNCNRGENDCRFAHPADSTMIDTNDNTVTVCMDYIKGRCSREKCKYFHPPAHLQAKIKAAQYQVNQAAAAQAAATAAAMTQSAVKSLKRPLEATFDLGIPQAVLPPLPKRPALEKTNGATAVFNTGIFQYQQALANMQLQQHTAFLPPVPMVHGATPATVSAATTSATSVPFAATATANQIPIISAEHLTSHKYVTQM
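MBNL1-His + Biotin-(CUG)12, cpd titration 92 nM–58 uM; Tb anti-His Ab 0.055 ng/ul, SA-XL665 5 nM (final); 60 min RT; ratiometric 665/545 nm, Ex 340 nm; normalized to buffer and full-complex controls.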
ELG1 repair inh: blocks ELG1-dependent DNA repair in HEK293T cells. HEK293T ELG1-luciferase reporter, luminescence, 16 h; DNA damage induced by 5-fluorouridine. AID 504467. 2.3% of 330,000 active. Potency, µM (doses to about 46.1 µM), inactives show at the highest dose activity change, negative = inhibition, usual class: inhibitors; note: potency is the fitted concentration of half-maximal effect; % is set by controls: 0 for no effect and ±100 for the full control effect; nearly all actives have a fitted effect of over 55% in size
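5-Fluorouridine DNA damage + compound/DMSO, 2,000 cells/well, 16 h, 37 °C/5% CO2. ONE-Glo, 30 min RT, luminescence. Readout = decrease in reporter signal.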
Menin MLL FP TR: menin-MLL binding inhibition, Texas Red mutant peptide; Menin + Texas Red MLL mutant peptide, fluorescence polarization; Potency, µM (series often up to 61.6 µM), without a hit: at the top dose FP activity change, negative = inhibition, actives largely listed as inhibitors; 0.23% of 270,000 active; AID 1768; active = well fitted inhibition curve with a large enough effect in the polarisation, with a control signal flat, not every such curve was filed as active; inconclusive = small, poorly fitted or top-dose-only effect, or effect the other way, or a change in a side signal; inactive = no such curve, though single readings can be large or run the other way; the % refers to the polarisation; note: potency is the fitted concentration of half-maximal effect; % of control where 0% means no effect; many of its hits are not listed in these tables
Target sequence (O00255 whole entry, looked up): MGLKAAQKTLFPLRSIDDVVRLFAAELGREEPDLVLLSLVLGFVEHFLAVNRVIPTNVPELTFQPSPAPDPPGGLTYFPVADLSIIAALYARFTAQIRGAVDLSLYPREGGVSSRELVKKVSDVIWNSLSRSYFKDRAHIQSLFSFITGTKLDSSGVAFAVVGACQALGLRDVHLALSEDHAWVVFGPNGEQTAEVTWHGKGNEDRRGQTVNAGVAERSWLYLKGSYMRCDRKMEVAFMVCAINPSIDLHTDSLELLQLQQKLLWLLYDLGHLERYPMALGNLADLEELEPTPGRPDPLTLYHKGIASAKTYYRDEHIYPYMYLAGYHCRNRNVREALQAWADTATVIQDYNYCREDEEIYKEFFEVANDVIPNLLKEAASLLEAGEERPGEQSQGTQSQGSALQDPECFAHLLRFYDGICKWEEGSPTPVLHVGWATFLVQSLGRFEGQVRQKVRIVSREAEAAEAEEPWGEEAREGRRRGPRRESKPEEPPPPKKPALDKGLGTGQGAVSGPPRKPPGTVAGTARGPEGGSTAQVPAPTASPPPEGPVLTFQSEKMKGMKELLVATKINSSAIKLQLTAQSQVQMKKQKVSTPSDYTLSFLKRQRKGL
PKM2 act: increases activity of human pyruvate kinase M2 | 0.34% of 260,000 active | Potency, µM (highest dose often 57.5 µM), for inactives: at the top dose activation, actives largely listed as activators | P14618 | purified PKM2, Kinase-Glo ATP luminescence, activation; response scale: 0% is enzyme alone, no compound; note: potency is the fitted concentration of half-maximal effect; % is set by controls: 0 for no effect and ±100 for the full control effect; nearly all actives have a fitted effect of over 55% in size
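ATP formation by purified human PK-M2, quantified via coupled luciferase luminescence after 1 h at room temperature with 0.1 mM ADP and 0.5 mM PEP final.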
Gal4-VP16 FLuc: counter-screen for ROR gamma inhibitors: Gal4-VP16 reporter; Drosophila S2 Gal4-VP16 UAS-luciferase, luminescence, 20 h; Potency, µM (top dose mostly 53.6 µM), without a hit: at the highest dose activity, negative = inhibition, hits mostly inhibitors; 3.5% of 310,000 active;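 note: Gal4-VP16 expression switched on by copper sulfate through the metallothionein promoter; potency is the fitted concentration of half-maximal effect; % is set by controls: 0 for no effect and ±100 for the full control effect; nearly all actives have a fitted effect of over 50% in size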
RORgamma inh: ROR gamma (mouse) transcription inhibition. P51450. Drosophila S2 Gal4-RORgamma UAS-luciferase reporter, 20 h. Potency, µM (series often up to 53.6 µM), inactives show top-dose activity change, negative = inhibition, actives largely listed as inhibitors. 5.4% of 310,000 active; note: potency is the fitted concentration of half-maximal effect; % is set by controls: 0 for no effect and ±100 for the full control effect; nearly all actives have a fitted effect of over 60% in size
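Drosophila Schneider cells stably carrying a metallothionein-driven Gal4 DBD–ROR gamma fusion and a UAS-Photinus luciferase reporter were exposed to compound for 1 hr, then induced with copper sulfate (700 uM final) for 20 hr at ambient temperature before luminescence reading.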
NPC1 promoter act: NPC1 promoter activation. Huh7 NPC1 promoter luciferase reporter, 24 h. Potency, µM (series often up to 9.22 µM), inactives show top-dose activation, hits mostly activators. 2.4% of 320,000 active. AID 485313;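 note: potency is the fitted concentration of half-maximal effect; % of control where 0% means no effect; nearly all actives have a fitted effect of over 60% in size; reporter is driven by a mutant NPC1 promoter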
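Compounds in DMSO were transferred onto Huh7 NPC1-luciferase reporter cells pre-incubated 2 h; after 24 h at 37 °C, Amplite reagent was dispensed and luminescence recorded 10 min later.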
FLuc modulator: counter-screen for miR-21 project: firefly luciferase inhibitors or activators; P08659; purified FLuc, Km substrates, luminescence inhibition; Potency, µM (top dose mostly 57.5 µM), inactives show at the top dose activity change, negative = inhibition, most hits filed as inhibitors; 6.9% of 360,000 active;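 note: potency is the fitted concentration of half-maximal effect; plate controls were vehicle for no effect and reference inhibitor for full effect; nearly all actives have a fitted effect of over 55% in size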
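Purified P. pyralis luciferase, 10 nM final, with Km-level 10 uM D-luciferin and 10 uM ATP in 50 mM Tris acetate pH 7.5, 10 mM Mg acetate, 0.01% Tween-20, 0.05% BSA; 6-point qHTS titration about 60 µM downward; luminescence read.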
* hit, by the source's call; u = inconclusive; x = no result given; [ ] = another dose, or the depositor's remark. Unless noted, calls come from the whole dose curve; as a rule, active = well fitted curve in the direction sought with a large enough effect; inconclusive = small, poorly fitted or top-dose-only effect, or another doubt; inactive = no such curve, though single readings can be large; an effect the other way counts as inactive or inconclusive.

The first 3 entries, to show the layout:
SMILES | Mito fusion act | KCNH2 3.1 block | Rab9 promoter act | MBNL1 CUG block | ELG1 repair inh | Menin MLL FP TR | PKM2 act | Gal4-VP16 FLuc | RORgamma inh | NPC1 promoter act | FLuc modulator
COC(=O)/C(C#N)=C/c1c(Oc2cccc(C)c2C)nc2ccccn2c1=O | -4% | 10 | 0% | -12% | -4% | x | -2% | 0% | -2% | 2% | 1%
CCNC(=O)COC(=O)C1CCN(S(=O)(=O)c2ccc3c(c2)OCCO3)CC1 | 0% | -3 | -7% | x | 3% | x | x | x | x | -1% | 3%
CN(C)c1ccc(P(=O)(OC2CCCCC2)C(O)c2ccncc2)cc1 (stereo unspecified) | 4% | 10 | -6% | -6% | 10% | x | -3% | -17% | 10% | -3% | 1%

All compounds of this part, repeating the preview:
SMILES | Mito fusion act | KCNH2 3.1 block | Rab9 promoter act | MBNL1 CUG block | ELG1 repair inh | Menin MLL FP TR | PKM2 act | Gal4-VP16 FLuc | RORgamma inh | NPC1 promoter act | FLuc modulator
COC(=O)/C(C#N)=C/c1c(Oc2cccc(C)c2C)nc2ccccn2c1=O | -4% | 10 | 0% | -12% | -4% | x | -2% | 0% | -2% | 2% | 1%
CCNC(=O)COC(=O)C1CCN(S(=O)(=O)c2ccc3c(c2)OCCO3)CC1 | 0% | -3 | -7% | x | 3% | x | x | x | x | -1% | 3%
CN(C)c1ccc(P(=O)(OC2CCCCC2)C(O)c2ccncc2)cc1 (stereo unspecified) | 4% | 10 | -6% | -6% | 10% | x | -3% | -17% | 10% | -3% | 1%
CC1=CCC(Cc2nc3ccccc3o2)C1(C)C (stereo unspecified) | -6% | 2 | 4% | -4% | -10% | -8% | -9% | -10% | -9% | 2% | -13%
COc1cc(C(=O)NCCNC(=O)c2cc(OC)c(C)c(OC)c2)cc(OC)c1C | 4% | 6 | -1% | 7% | 0% | u | 2% | -2% | -4% | 2% | 0%
CC(=O)c1c(C)[nH]c(C(=O)OCC(=O)Nc2c(C)n(C)n(-c3ccccc3)c2=O)c1C | 5% | 5 | -1% | x | -19% | x | x | x | x | 0% | -1%
CCOC(CCNC(=O)c1cc(-c2cccs2)nc2ccccc12)OCC | 1% | -2 | -2% | 37%[activator] | u | 1% | x | -7% | 33% | 1% | 2%
Cc1ccc(-n2nc(C)c(C3C(C#N)=C(N)OC4=C3C(=O)CC(C)(C)C4)c2Cl)cc1 (stereo unspecified) | 0% | x | -5% | 4% | u | 1% | 3% | -2% | -3%[10 µM] | -4% | -2%
Cc1cccc(NC(=O)C2CCN(c3nccc(C)n3)CC2)c1 | 9% | 0 | -4% | -4% | -17% | 14% | -5% | 5% | 7% | 2% | -2%
CC(C)OC(=O)CSc1nnc(-c2ccc(Cl)cc2Cl)n1N | -1% | 19 | 0% | 0% | 4% | -10% | -2% | 21% | 35% | -1% | -1%
CCOC(=O)N1CCN(CCC(=O)Nc2cc(OC)cc(OC)c2)CC1 | -3% | -1 | -5% | -1% | 0% | 37%[activator] | 4% | 0% | -13% | 0% | 0%
NC(=O)c1nsc(C(=O)N(c2cccc(F)c2)C(C(=O)NCC2CCCO2)c2cccs2)c1N (stereo unspecified) | 2% | 2 | -15% | 22% | -13% | -6% | -3% | -4%[10 µM] | 26% | -1% | 3%
CCCc1cc(=O)oc2cc(OCC(=O)NCC3CCC(C(=O)O)CC3)ccc12 (stereo unspecified) | 0% | -8 | -3% | -1% | 30% | -2% | -4% | -3% | -21% | -2% | 3%
COc1ccc(N2CCN(CC(=O)c3ccc(O)c(C)c3O)CC2)cc1 | 2% | -12 | -8% | -1% | -10% | u | 9%[0.46 µM] | -8% | 12% | 1% | 1%
CC[n+]1c(C)cc2c(sc3ccccc32)c1C | 8% | 6 | -30%[inhibitor] | u | -11% | -19% | -13% | -7% | 2% | -28% | 0%
Cc1ccnc(NC(=O)Cc2ccc([N+](=O)[O-])cc2)c1 | 2% | -12 | -7% | u | 14% | -2% | 1% | 1% | -6% | 0% | u
COc1ccc(C(=O)NC2CCCc3c2cnn3-c2ccccc2F)o1 (stereo unspecified) | 4% | 24 | -4% | -2% | u | x | x | -25% | u | -10% | 0%
COc1cc(F)c(C2=CC(=O)C[C@H](c3ccc4c(c3)OCO4)C2)cc1F | 11% | 5 | 2% | x | 16µM* | x | x | x | x | 0% | 3%
Cc1cc(Cl)ccc1NC(=S)N(CCCN1CCOCC1)Cc1cccs1 | 0% | 23 | -1% | x | 1% | -14% | 0% | u | u | 1% | 1%
COC(=O)c1c(S(C)(=O)=O)nc(-c2ccccc2)[nH]c1=O | -3% | 23 | -7% | -4% | u | 11% | 8% | -14% | 5% | -4% | -2%
CCOC(=O)c1c(C)[nH]c(C)c1C(=O)COC(=O)[C@@H]1CCCN1S(=O)(=O)c1ccc(Cl)cc1 | 4% | 9 | 2% | -5% | 2% | 3% | 11% | -3% | -4% | -2% | 1%
COCCNc1oc(COc2cccc(C)c2)nc1C#N | 6% | 2 | 15% | 1% | u | -10% | 0% | u | 8% | 12% | -4%
CCN(CC(=O)Nc1c(F)cccc1F)C(=O)CCNS(=O)(=O)c1ccccc1C(F)(F)F | -2% | 6 | 0% | x | 3% | x | x | x | x | 1% | 3%
Cc1cc(C)c(S(=O)(=O)c2cccc(Cl)c2)c(=O)[nH]1 | 4% | 2 | 10% | 2% | 11% | -2% | x | -10% | -8% | -1% | -1%
CCC1(CC)NC(=O)N(CC(=O)NCc2ccc3c(c2)OCO3)C1=O | -2% | -13 | 1% | -5% | 7% | 4% | 9% | 8% | 16% | 0% | 2%

Next part
SMILES | Mito fusion act | KCNH2 3.1 block | Rab9 promoter act | MBNL1 CUG block | ELG1 repair inh | Menin MLL FP TR | PKM2 act | Gal4-VP16 FLuc | RORgamma inh | NPC1 promoter act | FLuc modulator
CC(=O)c1c(Cl)nc2cccc3c2c1-c1ccccc1C3=O | 0% | 3 | 7% | u | -9% | 2% | 2% | -17% | -7% | -2% | 2%
CC(=O)Oc1cccc(N2C(=O)C3C4C=CC(CC4)C3C2=O)c1 (stereo unspecified) | -2% | -6 | -1% | -2% | 19% | -7% | x | 6% | 6% | -1% | 3%
CCN(C(=O)c1cccc(S(=O)(=O)N2CCc3ccccc32)c1)C1CCS(=O)(=O)C1 (stereo unspecified) | -3% | 13 | -1% | x | -1% | x | x | x | x | 1% | x
O=[N+]([O-])c1c(Nc2ccccc2O)cc(Cl)c2nonc12 | -13% | 2 | -29% | u | 26µM* | u | 3% | 2.8µM* | 3.5µM* | -44%[inhibitor] | -20%
CCn1cnc2c1c(=O)n(Cc1cccc(Br)c1)c(=O)n2Cc1ccccc1 | u | -7 | 3% | 0% | u | 65%[activator] | -4% | -13% | -5% | -1% | -2%
CSc1ncccc1C(=O)OCC(=O)c1cccs1 | -1% | x | -2% | 2% | 2% | -18% | -5% | 17% | 15% | -4% | 19µM*
COCC(=O)Nc1ccc(OC)c(Cl)c1 | -2% | 9 | 10% | -6% | u | 13% | 0% | 2% | -9% | 11% | 1%
CCOc1ccc(C(=O)N(CC)CC(=O)Nc2ccc3c(c2)OCCO3)cc1 | -8% | -9 | u | x | u | x | x | x | x | u | u
CC(=O)c1ccc(NC(=O)CSc2nnc(Cn3cnc4ccccc43)o2)cc1 | 1% | -3 | -5% | 3% | 12% | 6% | -1% | 1% | 2% | -11% | 6%
COc1ccc(S(=O)(=O)CCC(=O)Nc2ccc(OC)cc2OC)cc1 | 0% | -6 | -1% | -1% | 4% | -3% | 19% | -5% | u | -4% | 4%
O=C(COC(=O)Cc1ccc2c(c1)OCCO2)Nc1ccc(S(=O)(=O)N2CCCC2)cc1 | 0% | 3 | -1% | -6% | 0% | x | 5% | 7% | 44% | 3% | 2%
COc1ccc(C)cc1NC(=O)c1cc2c(s1)CCC2 | 25% | 13 | u | x | u | 4% | 2% | 2% | 33% | 1% | 15µM*
OC(CNC1CCCC1)COc1ccc(-c2ccccc2)cc1 (stereo unspecified) | -1% | -71* | -5% | -1% | 7% | u | -2% | 4% | -24% | -1% | -8%

Some of the compounds tested. The share of hits here may be higher or lower than overall.
